High-throughput results as filed in PubChem.
IDE cell inh – human IDE inhibitors in live cells, primary screen, fluorescence polarization, HEK cells, FAbetaB substrate | 0.41% of 320,000 active | Insulin-degrading enzyme (Homo sapiens), P14735 | FAbetaB cleavage | AID 434962, 2010 | inhibition, % at 5.59 µM;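 active = percent inhibition above the average of all tested compounds plus 3 SD, set per screening campaign, cut at about 16% in these data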;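 note: IDE supplied by intact live HEK cells; FP after avidin binding of uncleaved biotin substrate so inhibition keeps polarization high; 0% = DMSO wells and 100% = 60 µM reference IDE inhibitor Ii1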
Target sequence (P14735 whole entry, looked up): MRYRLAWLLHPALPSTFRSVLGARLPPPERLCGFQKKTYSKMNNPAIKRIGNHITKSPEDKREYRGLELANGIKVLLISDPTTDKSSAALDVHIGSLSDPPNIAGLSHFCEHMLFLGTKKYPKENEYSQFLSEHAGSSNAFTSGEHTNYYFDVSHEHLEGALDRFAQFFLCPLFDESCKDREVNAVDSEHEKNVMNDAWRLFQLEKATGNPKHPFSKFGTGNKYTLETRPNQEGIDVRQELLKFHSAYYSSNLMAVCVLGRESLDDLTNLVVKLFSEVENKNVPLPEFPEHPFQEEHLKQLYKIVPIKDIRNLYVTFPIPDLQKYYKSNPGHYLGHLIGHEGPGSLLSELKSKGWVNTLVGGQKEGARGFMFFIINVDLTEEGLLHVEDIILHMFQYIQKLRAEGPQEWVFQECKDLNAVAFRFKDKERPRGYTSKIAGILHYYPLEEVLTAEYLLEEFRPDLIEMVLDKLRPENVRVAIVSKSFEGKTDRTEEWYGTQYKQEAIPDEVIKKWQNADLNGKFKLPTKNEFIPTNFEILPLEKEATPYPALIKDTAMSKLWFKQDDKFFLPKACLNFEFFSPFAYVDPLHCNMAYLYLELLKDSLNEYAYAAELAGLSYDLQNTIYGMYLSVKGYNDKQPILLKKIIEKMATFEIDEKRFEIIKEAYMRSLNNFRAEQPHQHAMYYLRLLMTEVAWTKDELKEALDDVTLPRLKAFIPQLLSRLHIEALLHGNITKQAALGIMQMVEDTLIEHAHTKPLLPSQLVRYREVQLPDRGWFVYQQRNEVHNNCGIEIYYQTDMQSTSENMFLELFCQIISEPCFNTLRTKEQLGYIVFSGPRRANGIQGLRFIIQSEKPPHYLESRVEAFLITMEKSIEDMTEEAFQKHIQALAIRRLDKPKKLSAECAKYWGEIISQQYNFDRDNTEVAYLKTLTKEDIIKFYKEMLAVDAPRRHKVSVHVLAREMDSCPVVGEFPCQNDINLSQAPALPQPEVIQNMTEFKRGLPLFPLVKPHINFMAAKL
M4 ag – human M4 muscarinic receptor agonists, primary screen, CHO-K1 cells, Fluo-8 calcium fluorescence | Muscarinic acetylcholine receptor M4 (Homo sapiens), P08173 | CHO-K1 hM4/Gqi5; vehicle 0%, full acetylcholine response 100% | activation, % at 3 µM | 0.14% of 360,000 active | AID 624127, 2012;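 active = activation above the run mean over all test wells plus 3 SD, cut at about 32% in these data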;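 note: peak over basal fluorescence ratio per well then scaled between controls; 0% = DMSO wells and 100% = acetylcholine at EC100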
M5 ag – human M5 muscarinic receptor agonists, primary screen, CHO-K1 cells, Fluo-8 calcium fluorescence; activation, % at 3 µM; CHO-K1 hM5 cells; 0% DMSO wells, 100% maximal acetylcholine response; AID 624037, 2012; 0.19% of 360,000 active;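 active = activation above the run's mean over test compounds plus 3 SD, cut at about 23% in these data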;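 note: signal is peak over basal fluorescence ratio across the kinetic read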
CHRM4 antagonist – human M4 muscarinic receptor antagonists, primary screen, CHO cells, Fluo-8 calcium fluorescence; CHO-hM4 cells, ACh EC80; inhibition, % at 3 µM; 0.73% of 360,000 active;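 active = inhibition above its plate's cutoff, the mean inhibition of sample wells plus 3 SD, cut at about 27% in these data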;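 note: 0% = acetylcholine EC80 with DMSO and 100% = DMSO without agonist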
CHRM5 PAM – human M5 muscarinic receptor positive allosteric modulators, primary screen, CHO-K1 cells, Fluo-8 calcium fluorescence; Muscarinic acetylcholine receptor M5 (Homo sapiens), P08912; CHO-K1 hM5, ACh EC20 PAM; 0% = ACh EC20, 100% = ACh EC100; activation, % at 3 µM; 0.3% of 360,000 active; AID 624038, 2012;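 active = activation above the run cutoff, the mean activation of all test compounds plus 3 SD, cut at about 18% in these data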
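system = human M5 receptor in CHO-K1 cells | compound = one concentration, 3 µM final (nominal) | schedule = Post-acetylcholine fluorescence recording 140 s | signal = Fluo-8 calcium dye fluorescence, kinetic read | benchmarks = low control EC20 acetylcholine (0%), high control EC100 acetylcholine (100%) | repeats = singlicate, one well per test compound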
CRFR2-BP ag – agonists of CRF-BP/CRF-R2 complex, primary screen, cell-based, HEK293, calcium dye fluorescence, uHTS. calcium dye fluorescence (FLIPR); percent of saturating CRF peptide response. AID 588473, 2011. 0.46% of 350,000 active. CRF-binding protein / CRF receptor 2 complex (human). activation, % at 13.2 µM;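 active = activation of at least 50%, plus an integration ratio under a set limit after plate pattern correction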;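 note: plate controls were neutral control wells without compound for no effect and CRF at EC100 for full effect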
M5 antag – human M5 muscarinic receptor antagonists, primary screen, CHO cells, Fluo-8 calcium fluorescence; CHO-hM5 cells, ACh EC80; inhibition, % at 3 µM; 0.59% of 360,000 active; Muscarinic acetylcholine receptor M5 (Homo sapiens), P08912;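 active = inhibition above a per-plate cutoff, the mean of that plate's test compounds plus 3 SD, cut at about 27% in these data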;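 note: 0% = acetylcholine EC80 with DMSO and 100% = DMSO without agonist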
CHRM4 PAM – human M4 muscarinic receptor positive allosteric modulators, primary screen, CHO-K1 cells, Fluo-8 calcium fluorescence; Muscarinic acetylcholine receptor M4 (Homo sapiens), P08173; activation, % at 3 µM; CHO-K1 hM4/Gqi5, ACh EC20; 0% = ACh EC20, 100% = maximal ACh; 0.4% of 360,000 active; AID 624126, 2012;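 active = activation above its plate's cutoff, the mean activation of sample wells plus 3 SD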; note: some results filed as inactive read as strong as hits
CRFBP-R2 block – antagonists of CRF-BP/CRF-R2 complex, primary screen, cell-based, HEK293, calcium dye fluorescence, uHTS | 0.59% of 350,000 active | CRF-induced calcium fluorescence | inhibition, % at 11.8 µM;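 active = inhibition of the ligand-induced calcium signal above about 50% at the single tested concentration, limit read from the data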
* marks the source's active call; other numbers are inactive results; . = not tested or not shown. The order is random. Share with any hit: about 2.9%.

SMILES	IDE cell inh	M4 ag	M5 ag	CHRM4 antagonist	CHRM5 PAM	CRFR2-BP ag	M5 antag	CHRM4 PAM	CRFBP-R2 block
CCc1nnc(NS(=O)(=O)c2ccc(NC(=O)c3cccc4ccccc34)cc2)s1	5	0	-4	-2	6	-0.8	-3	-6	2
O=C1COc2ccc(C(=O)CSc3ccc(Br)cc3)cc2N1	-1	2	1	2	-2	0.2	10	9	5
CC(C)C[C@H]1CN(CCCC[C@H]2CNC(=O)C(=O)N2CCc2ccc(O)cc2)C(=O)C(=O)N1Cc1ccccc1	.	-1	-6	-16	-1	.	-5	2	.
CCN(CC)S(=O)(=O)c1cc(C(=O)Nc2nncs2)c(Cl)cc1Cl	9	0	0	6	0	6.9	2	-2	-3
C/C(=N\N=c1/sc2ccccc2n1C)c1ccccn1	-1	-2	-3	-5	1	0.1	-5	3	-3
CC1CCCC(NC(=O)CCNC(=O)c2ccc(Br)cc2)C1C (configuration not stated)	1	0	-5	-3	1	0.0	5	2	10
CCC(C)Sc1nc2c(c(=O)[nH]c(=O)n2C)n1Cc1ccccc1Cl (configuration not stated)	1	0	0	-14	-5	-5.7	-2	-1	-56
Cc1ccc(C(=O)C2OC(=O)C(C)(C)C(=O)C2(C)C)cc1 (configuration not stated)	-4	0	-4	-6	-3	-2.1	4	10	-24
O=C(O)CCCC(=O)Nc1ccc(OCc2nc3ccccc3s2)cc1	6	1	0	2	-1	1.5	5	7	-7
COCCN(Cc1ccc(C)cc1)C(=O)[C@H]1O[C@@H](n2ccc(=O)[nH]c2=O)[C@H](O)[C@@H]1O	.	0	3	-6	-2	.	3	-2	.
CN1CCN(Cc2c(O)c(Cl)cc3c(-c4ccccc4)cc(=O)oc23)CC1	3	-1	-4	-2	-3	4.2	0	-1	25
O=C(O)CCCn1ccc2cc(S(=O)(=O)N3CCCC3)ccc21	2	4	-6	-1	-4	-0.3	11	7	12
COc1ccc(OC(=O)CCc2c[nH]c3ccccc23)cc1	-2	1	-4	2	-4	0.8	8	1	4
COc1ccc(CCNC(=O)c2nn(C)c3c2CS(=O)(=O)c2ccccc2-3)c(OC)c1	-3	16	-6	-1	-4	-0.7	14	-3	-3
C/C=C/C=C\C(=O)Nc1cccc(C2=NOC3(C2)C[C@@H](C(N)=O)N(C(=O)c2cc([N+](=O)[O-])cc([N+](=O)[O-])c2)C3)c1 (some centres not stated)	3	0	0	-2	9	-1.3	5	6	-4
O=C(NC(=S)NC1CCCC1)c1ccccc1	-3	-2	-7	2	-1	1.0	8	-1	0
CCOc1ccccc1N(C)S(=O)(=O)c1ccc2c(c1)N(C(C)=O)CCO2	2	3	-2	-12	-2	-0.8	4	10	-1
O=C(O)CN1C(=O)CCS(=O)c2ccccc21 (configuration not stated)	4	0	3	-5	2	-1.2	-1	6	-5
COc1ccc(S(=O)(=O)N2CCOCC2)cc1NC(=O)COc1ccccc1OC	2	9	-1	1	-2	-3.0	7	1	4
COCCN(CC1CCCN(C2Cc3ccccc3C2)C1)C(=O)CCC(C)=O (configuration not stated)	.	0	-7	-1	1	1.4	7	-6	8
CC(Sc1nc2ccccc2c(=O)n1C)C(=O)Nc1ccc2c(c1)OCCO2 (configuration not stated)	-2	3	0	-5	-12	-0.8	13	10	-13
CCN1CCN(c2ccc(S(=O)(=O)N3CCCCC3)cc2NC(=O)c2ccc(C)c(C)c2)CC1	.	1	-7	1	8	-0.6	10	0	-13
Cc1coc2cc3oc(=O)c(CC(=O)N4C[C@H]5C[C@@H](C4)c4cccc(=O)n4C5)c(C)c3cc12	1	2	2	-18	3	-0.6	4	14	0
COc1ccc(C(=O)N2CCCCC2)cc1S(=O)(=O)Nc1ccccc1	1	5	4	2	-3	-1.0	4	15	4
O=C(Cc1cccnc1)N[C@@H]1CC[C@H](CCn2cc(Cc3ccccc3)nn2)O[C@@H]1CO	.	1	2	-3	3	.	-5	3	.

Compound profiles (already shown). Values in the order: IDE cell inh, M4 ag, M5 ag, CHRM4 antagonist, CHRM5 PAM, CRFR2-BP ag, M5 antag, CHRM4 PAM, CRFBP-R2 block
`CCOc1ccccc1N(C)S(=O)(=O)c1ccc2c(c1)N(C(C)=O)CCO2` is listed with 2, 3, -2, -12, -2, -0.8, 4, 10, -1
`CN1CCN(Cc2c(O)c(Cl)cc3c(-c4ccccc4)cc(=O)oc23)CC1` is listed with 3, -1, -4, -2, -3, 4.2, 0, -1, 25
`C/C(=N\N=c1/sc2ccccc2n1C)c1ccccn1` is listed with -1, -2, -3, -5, 1, 0.1, -5, 3, -3
`O=C(O)CCCC(=O)Nc1ccc(OCc2nc3ccccc3s2)cc1` is listed with 6, 1, 0, 2, -1, 1.5, 5, 7, -7

Next section
SMILES	IDE cell inh	M4 ag	M5 ag	CHRM4 antagonist	CHRM5 PAM	CRFR2-BP ag	M5 antag	CHRM4 PAM	CRFBP-R2 block
COc1cccc(Nc2nc3ccccc3n3cnnc23)c1	-1	6	2	3	-6	-1.6	1	-2	-34
COc1ccccc1/C=N/Nc1nc(C)cc(C)n1	3	1	-1	6	-2	-0.6	2	-4	4
Cc1sc2ncn(CC(=O)NCCCC(=O)N3CCN(c4ccccc4)CC3)c(=O)c2c1C	-1	1	-2	4	3	-0.5	-1	0	-15
COc1ccc(C(=O)N2CCN(c3nc4ccccc4o3)CC2)cc1OC	7	11	9	6	-7	5.3	8	-4	-21
COC(=O)c1cc(S(=O)(=O)Nc2cccc(-c3ccno3)c2)c[nH]1	.	13	7	-7	1	-0.8	2	1	4
O=C(Nc1ccccn1)C1CCN(c2ncnc3c2nc2n3CCCCC2)CC1	-2	6	-1	-11	2	-1.1	3	-2	11
Cc1c(C)c2c(OCC(=O)N3CCC(C(=O)O)CC3)cc3c(c2oc1=O)CCC(C)(C)O3	9	1	1	-18	-1	-1.3	0	17	2
Cc1cc(=O)[nH]c(N/N=C/C2=C(N3CCOCC3)C(=C\c3ccc(Cl)cc3)/CC2)n1	2	1	-2	-3	-1	0.4	-3	0	-19
CCOC(=O)N1CCN(C(=O)c2cc3c(=O)n(C)c4ccccc4c3n2C)CC1	-3	2	0	5	-3	-0.1	-4	-1	3
COc1ccc(C2CC(=O)NC(=O)C2)cc1	.	0	0	2	5	2.6	-3	0	-2
COc1cc(C)c(Cl)cc1S(=O)(=O)N1CCCC1	-1	2	-1	-1	4	-3.3	-3	1	-18
Cc1cc(C(=O)CSc2nnc(-c3ccc4c(c3)OCO4)o2)c(C)n1-c1ccc(F)cc1	6	1	0	0	-6	0.2	6	2	18
C=C1c2cc3c(cc2NC(=S)N1Cc1ccccc1)OCO3	12	1	-1	1	2	0.9	0	-3	-16
Cc1ccccc1N(C(=O)c1snc(C(N)=O)c1N)C(C)C(=O)NC1CCCCC1 (configuration not stated)	-1	-1	-1	-5	-4	-0.2	13	-1	6
CCCCN(C(=O)c1cc(OC)c(OC)c(OC)c1)C1=CC2CCC(C1)N2C (configuration not stated)	-3	1	-1	2	-2	-0.6	-9	14	-15
Cc1ccc(C(=O)C(C)Sc2nnc(N)s2)cc1 (configuration not stated)	-5	2	3	7	-1	-2.1	10	4	9
Cc1cc(C)c(NC(=S)N(CCCN2CCOCC2)Cc2cccnc2)c(C)c1	0	1	-2	-6	3	0.8	9	1	-6
COc1ccc([N+](=O)[O-])cc1NC(=S)NC(NC(=O)Cc1ccc(OC)c(OC)c1)C(Cl)(Cl)Cl (configuration not stated)	6	1	-7	-1	-5	4.8	11	3	1
Cn1nc(C(C)(C)C)cc1N1C(=O)CCC1(C)C(=O)Nc1ccc2c(c1)OCCO2 (configuration not stated)	.	2	1	-14	-5	.	11	2	.
CO/N=C(\Cn1ncc(NC2CCCCC2)c(Br)c1=O)c1ccc(Cl)cc1	-3	0	-3	3	-9	3.6	-2	-7	-3
N#Cc1nc(Cc2cccc3ccccc23)oc1N1CCCCC1	2	-1	-4	0	-10	-0.9	7	-6	4
O=C(NNc1ccnc2cc(Cl)ccc12)C1CCCCC1	11	10	5	12	-24	-4.2	31*	-5	29
O=C1C2C3c4ccccc4C(c4ccccc43)[C@@H]2C(=O)N1c1cccnc1 (some centres not stated)	-2	8	1	3	-8	-1.6	10	-18	1
CCc1ccc(CN/C=C/C(=O)c2ccc(Br)cc2)cc1	2	0	-5	-8	-7	2.7	6	7	11
CCOC(=O)c1cc2c(=O)n3ccccc3nc2n(Cc2ccco2)c1=NC(=O)c1ccc(OC)cc1	1	-2	8	-3	13	21	-13	2	6
CC(=O)OCCn1c2nc(=O)[nH]c(=O)c-2nc2cc(C)c(C)cc21	.	229*	418*	37*	-30	203*	42*	-18	-160
CCOc1ccc(C2c3c(oc4ccccc4c3=O)C(=O)N2CCCN2CCOCC2)cc1OCC (configuration not stated)	3	0	2	-1	-2	-1.7	-2	0	16
COc1ccc(Oc2ccc(C(F)(F)F)cc2N)cc1	0	-1	-4	-12	3	-4.9	-7	12	26
CCC(C(=O)OC)n1cnc2c(nnn2-c2ccc(C)cc2)c1=O (configuration not stated)	1	3	1	-12	3	-3.9	-7	11	3
Cc1ccc(C)c(N2CCN(C(C(=O)NC3CCCC3)c3ccco3)CC2)c1 (configuration not stated)	.	-1	1	-12	-6	.	-1	-3	.

Some entries already given with just M5 antag, IDE cell inh and CHRM5 PAM:
mol	M5 antag	IDE cell inh	CHRM5 PAM
O=C(NC(=S)NC1CCCC1)c1ccccc1	8	-3	-1
CCOc1ccccc1N(C)S(=O)(=O)c1ccc2c(c1)N(C(C)=O)CCO2	4	2	-2
O=C(O)CN1C(=O)CCS(=O)c2ccccc21 (configuration not stated)	-1	4	2
COc1ccc(S(=O)(=O)N2CCOCC2)cc1NC(=O)COc1ccccc1OC	7	2	-2

Structures above containing bromine, in the order listed:
SMILES	IDE cell inh	M4 ag	M5 ag	CHRM4 antagonist	CHRM5 PAM	CRFR2-BP ag	M5 antag	CHRM4 PAM	CRFBP-R2 block
O=C1COc2ccc(C(=O)CSc3ccc(Br)cc3)cc2N1	-1	2	1	2	-2	0.2	10	9	5
CC1CCCC(NC(=O)CCNC(=O)c2ccc(Br)cc2)C1C (configuration not stated)	1	0	-5	-3	1	0.0	5	2	10
CO/N=C(\Cn1ncc(NC2CCCCC2)c(Br)c1=O)c1ccc(Cl)cc1	-3	0	-3	3	-9	3.6	-2	-7	-3
CCc1ccc(CN/C=C/C(=O)c2ccc(Br)cc2)cc1	2	0	-5	-8	-7	2.7	6	7	11
